uPA surface inh = blocks generation of uPA at the cell surface; cell surface uPA generation assay, qHTS; Potency, µM (highest dose often 38.3 µM), without a hit: top-dose activity change, negative = inhibition, most hits filed as inhibitors; 330,000 compounds, 0.31% hits; AID 540303; active = well fitted inhibition curve with a large enough effect; inconclusive = small, poorly fitted or top-dose-only effect; inactive = no such curve, though single readings can be large or run the other way; tested in mouse RAW 264.7 cells; also: potency is read from the fitted curve at half-maximal effect; % is scaled to controls: 0 for no effect and ±100 for the full control effect; nearly all actives have a fitted effect of over 55% in size
NPC1 promoter act = activators of NPC1 promoter. Huh7 NPC1 promoter luciferase reporter, 24 h. Potency, µM (titrated, usually from 9.22 µM), without a hit: at the top dose activation, hits mostly activators. 320,000 compounds, 2.4% hits. AID 485313;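 also: potency is read from the fitted curve at half-maximal effect; % of control where 0% means no effect; nearly all actives have a fitted effect of over 60% in size; reporter is driven by a mutant NPC1 promoter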
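Readout is luciferase luminescence, reflecting NPC1 promoter activation in stably transfected Huh7 cells after 24 h compound exposure at 37 °C in reduced-serum medium with 10% FBS.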
Rab9 promoter act = activators of Rab9 promoter; Huh7 Rab9 promoter-luciferase reporter, luminescence, 24 h; Potency, µM (highest dose often 9.22 µM), without a hit: top-dose activation, negative = inhibition, usual class: activators; 320,000 compounds, 2.8% hits; AID 485297; also: potency is read from the fitted curve at half-maximal effect; % of control where 0% means no effect; nearly all actives have a fitted effect of over 60% in size
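Cell-based reporter: Huh7 stable for Rab9 promoter-driven luciferase, plated in reduced-serum medium with 10% FBS at 1500 cells/well, compound-treated 24 h at 37 °C, luminescence read after 10 min reagent.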
Giardia killer = kills Giardia lamblia; 340,000 compounds, 0.15% hits; activity change, % at 7.66 µM, hits read low; Giardia lamblia trophozoite viability; in the data active = activity change below about -80%; inconclusive = between about -30% and that limit;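 also: parasites exposed to compound for two days anaerobically before the ATP read; % is scaled to controls: 0 for no effect and ±100 for the full control effect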
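Each well holds 100 Giardia trophozoites and compound. After two days (48 hrs) at 37 deg C in anaerobic conditions, ATP is quantified by luminescence.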
KCNH2 3.1 inh = inhibitors of human KCNH2 3.1 potassium channel isoform; U2OS KCNH2 3.1, thallium flux FluxOr; stronger effect = lower value; activity change, % (tested at about 1.8 µM); 340,000 compounds, 0.95% hits;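 active = maximum activity change below -70%; inconclusive = maximum activity change from -70% to -50%; inactive = maximum activity change above -50%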;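 also: thallium influx rate constant from kinetic fluorescence after stimulation buffer; % is scaled to controls: 0 for no effect and ±100 for the full control effect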
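Normalized rate constant (relative to positive and negative DMSO controls) derived from a 2 min kinetic fluorescence read after stimulation; U2OS cells expressing the 3.1 isoform via virus at 1.77 x 10^8 /mL.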
Tb PFK block = inhibitors of T. brucei phosphofructokinase; O15648; T. brucei PFK, ADP-Glo luminescence; Potency, µM (highest dose often 57.5 µM), without a hit: top-dose activity, negative = inhibition, hits mostly inhibitors; 330,000 compounds, 0.17% hits; AID 485367;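 also: potency is read from the fitted curve at half-maximal effect; 0% = uninhibited 1x PFK enzyme wells and -100% = no-enzyme wells; nearly all actives have a fitted effect of over 60% in size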
Target sequence (O15648 whole entry, looked up): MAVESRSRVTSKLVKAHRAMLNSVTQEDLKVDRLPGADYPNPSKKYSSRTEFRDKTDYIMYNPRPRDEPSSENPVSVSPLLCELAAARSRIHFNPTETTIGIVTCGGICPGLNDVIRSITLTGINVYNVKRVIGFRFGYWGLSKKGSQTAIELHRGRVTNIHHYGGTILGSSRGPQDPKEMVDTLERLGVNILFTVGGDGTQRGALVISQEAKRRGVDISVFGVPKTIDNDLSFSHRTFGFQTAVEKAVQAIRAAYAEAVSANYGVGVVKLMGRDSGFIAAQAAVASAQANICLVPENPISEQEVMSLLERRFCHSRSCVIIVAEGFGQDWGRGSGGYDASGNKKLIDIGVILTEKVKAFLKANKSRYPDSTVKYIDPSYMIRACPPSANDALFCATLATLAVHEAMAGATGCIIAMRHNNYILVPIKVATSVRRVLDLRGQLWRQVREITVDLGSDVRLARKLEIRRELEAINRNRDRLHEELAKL
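ADP-Glo luminescence quantified ADP after 45 min at room temperature, with 1.25 nM T. brucei PFK, 0.1 mM ATP and 0.5 mM fructose-6-phosphate in pH 8.0 TEA buffer. qHTS titrations up to 57 µM; curves classified by quality.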
ELG1 genotoxic = induces genotoxicity in HEK293T cells with luciferase-tagged ELG1; HEK293T ELG1-luciferase reporter, luminescence, 16 h; Potency, µM (doses to about 46 µM), for the others: at the top dose activity change, positive = activation, hits mostly activators; 330,000 compounds, 1.3% hits; also: potency is read from the fitted curve at half-maximal effect; % of control where 0% means no effect; nearly all actives have a fitted effect of over 60% in size
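HEK293T cells expressing luciferase-tagged ELG1 were exposed to compound or DMSO vehicle for 16 hr at 37 °C and 5% CO2. Luciferase activity was then measured with ONE-Glo after 30 min at room temperature.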
Gal4-VP16 FLuc = counter-screen for ROR gamma inhibitors: Gal4-VP16 reporter. Potency, µM (highest dose often 53.6 µM), for inactives: top-dose activity, negative = inhibition, most hits filed as inhibitors. 310,000 compounds, 3.5% hits. AID 2546. Drosophila S2 Gal4-VP16 UAS-luciferase, luminescence, 20 h;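 also: Gal4-VP16 expression switched on by copper sulfate through the metallothionein promoter; potency is read from the fitted curve at half-maximal effect; % is scaled to controls: 0 for no effect and ±100 for the full control effect; nearly all actives have a fitted effect of over 50% in size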
FLuc modulator = inhibits or activates purified firefly luciferase, miR-21 counter-screen; AID 588342; 360,000 compounds, 6.9% hits; Potency, µM (highest dose often 57.5 µM), inactives show at the highest dose activity change, negative = inhibition, usual class: inhibitors; purified FLuc, Km substrates, luminescence inhibition; P08659;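 also: potency is read from the fitted curve at half-maximal effect; plate controls were vehicle for no effect and reference inhibitor for full effect; nearly all actives have a fitted effect of over 55% in size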
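Biochemical qHTS of compounds, final roughly 60 µM downward over six points, against 10 nM purified firefly luciferase using Km concentrations of substrates (10 uM D-luciferin, 10 uM ATP) in Tris acetate pH 7.5 buffer; luminescence output.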
Coupling enz = inhibits coupling enzyme system, counter-screen for aldolase hits; coupling enzyme system counterscreen, AmpLite Red fluorescence; activity change, negative = inhibition, % at 58.2 µM, hits read low; 290,000 compounds, 0.67% hits; in the data active = activity change below about -30%; also: % is scaled to controls: 0 for no effect and ±100 for the full control effect
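Final compound at 57.5 uM, incubated 10 min at RT with coupling enzyme reagent (glyceraldehyde-3-phosphate), then 20 min with substrate and AmpLite Red detection. Fluorescence read at 525/598 nm; tests interference with the coupling assay, not aldolase inhibition.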
RORg inh = ROR gamma (mouse) transcription inhibition. P51450. Drosophila S2 Gal4-RORgamma UAS-luciferase reporter, 20 h. Potency, µM (highest dose often 53.6 µM), inactives show at the top dose activity change, negative = inhibition, actives largely listed as inhibitors. 310,000 compounds, 5.4% hits. AID 2551; also: potency is read from the fitted curve at half-maximal effect; % is scaled to controls: 0 for no effect and ±100 for the full control effect; nearly all actives have a fitted effect of over 60% in size
Target sequence (P51450 whole entry, looked up, the tested form may be a part): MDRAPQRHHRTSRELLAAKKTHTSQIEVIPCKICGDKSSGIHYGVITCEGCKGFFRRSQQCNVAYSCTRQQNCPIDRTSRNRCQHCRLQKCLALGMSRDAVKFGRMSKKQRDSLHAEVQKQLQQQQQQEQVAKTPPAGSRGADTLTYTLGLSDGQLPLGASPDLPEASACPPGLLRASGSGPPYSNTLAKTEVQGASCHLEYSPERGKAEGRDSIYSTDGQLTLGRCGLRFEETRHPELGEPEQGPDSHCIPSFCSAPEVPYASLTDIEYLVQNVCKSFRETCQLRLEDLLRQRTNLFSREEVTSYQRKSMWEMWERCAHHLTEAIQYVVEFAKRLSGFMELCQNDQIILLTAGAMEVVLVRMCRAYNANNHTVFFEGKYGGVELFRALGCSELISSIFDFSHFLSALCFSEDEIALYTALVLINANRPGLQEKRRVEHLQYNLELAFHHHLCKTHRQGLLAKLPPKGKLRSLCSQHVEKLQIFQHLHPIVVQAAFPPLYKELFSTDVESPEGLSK
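In this cell-based reporter format, copper sulfate (700 uM final) drives Gal4–ROR gamma fusion expression from a metallothionein promoter in Drosophila Schneider cells; compounds preincubated 1 hr, reporter read after 20 hr at ambient temperature.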
* marks the source's active call; other numbers are inactive results; u = inconclusive; x = not tested or not shown; [ ] = remark or other dose. Unless noted, calls follow the shape of the dose curve; as a rule, active = well fitted curve in the direction sought with a large enough effect; inconclusive = small, poorly fitted or top-dose-only effect, or another doubt; inactive = no such curve, though single readings can be large; an effect the other way counts as inactive or inconclusive.

Screens in order: NPC1 promoter act, FLuc modulator, Giardia killer, RORg inh, Rab9 promoter act, ELG1 genotoxic, Tb PFK block, uPA surface inh, Gal4-VP16 FLuc, KCNH2 3.1 inh, Coupling enz
1: COc1cc2c(cc1OC)C(C)N(C(=O)Cc1ccc(C(F)(F)F)cc1)CC2 (centres undefined)
  0%, 0%, -3, 12%, -7%, -6%, -1%, 4%, -13%, 1, 0
2: COc1ccccc1NC1=C(Cl)C(=O)OC1OC(=O)c1ccco1 (centres undefined)
  -1%, -1%, -7, u, 3%, 0%, -5%, -3%, -11%, -27, -2
3: Cc1c(NS(C)(=O)=O)c(=O)n(-c2ccccc2)n1C
  -3%, 2%, 18, -39%, -1%, -7%, 23%, 3%, 1%, 4, 0
4: NCCCCc1cn(CC(=O)N2CCNCC2)nn1
  -3%, 4%, 1, 7%, 1%, -1%, -2%, 12%, 2%, -3, 2
5: CCCC(=O)c1ccc(N2CCCCCC2)c(F)c1
  3.2µM*, 8.5µM*, -8, u, 3.5µM*, u, -1%, 6%, 6%, -2, 5
6: CCOc1ccccc1C1CC(c2cccc(NS(C)(=O)=O)c2)=NN1C(=O)c1ccccc1 (centres undefined)
  -4%, -2%, -10, u, 0%, -3%, 6%, 1%, -3%, 1, 4
7: O=C(CSc1ncccn1)N1CCN(C(=O)CSc2ncccn2)CC1
  -6%, 4%, 13, -2%, -4%, 0%, -1%, 6%, -1%, 2, 0
8: Cc1ccnc(NC(=O)CCC(=O)N(CC(=O)NCc2ccc(F)cc2)c2ccc(F)cc2)c1
  0%, 2%, 9, -8%, -7%, 1%, -1%, 4%, -1%, -2, 2
9: Cc1ccc(-c2nnc(-c3cccnc3)o2)cc1
  2.8µM*, 12µM*, 10, -12%, u, 21µM*, 6%, -15%, -3%, 0, 0
10: CN1C(=O)CC(NNC(=O)c2ccccc2)C1=O (centres undefined)
  -1%, 1%, -5, -1%, 2%, -1%, 1%, 0%, -3%, 2, -3
11: COc1ccc(S(=O)(=O)N(C)c2ccc(C(=O)NC3CC3)cc2)cc1
  -1%, 3%, 6, 0%, -1%, 9%, 0%, -4%, -2%, 0, x
12: CN1CCN(S(=O)(=O)c2ccc(N3CCN(c4ccccc4Cl)CC3)nc2)CC1
  -2%, -1%, -6, x, -2%, 0%, -2%, 3%, x, -5, x
13: CC(C)n1ncc2c(C(=O)Nc3cccc(S(=O)(=O)N(C)C)c3)cc(C3CC3)nc21
  -2%, 0%, 11, x, 3%, -9%, 0%, -3%, x, 3, x
14: Cc1ccc(C(=O)Nc2nccs2)s1
  u, u, 15, -6%, u, u, -2%, -8%, -11%, -45, 0
15: COc1ccc(C(=O)OCC(=O)Nc2c(C)n(C)n(-c3ccccc3)c2=O)cc1OC
  1%, -1%, -4, x, -1%, 2%, -1%, -12%, x, -5, x
16: Cc1ccc(C2NC(=O)Cc3ccccc32)cc1 (centres undefined)
  -2%, 0%, -9, 18%, -3%, 0%, -7%, 1%, -1%, -1, -5
17: COc1ccc(N2CCN(C(=O)c3ccc(CNS(=O)(=O)c4ccc(C)cc4)cc3)CC2)cc1
  -13%, 7%, u, u, -9%, -8%[9.26 µM], -1%, -6%, -1%, -3, 1
18: CC(=O)N1CCN(C(=S)NCCc2ccccc2)CC1
  -2%, 1%, -5, 22%, -2%, 5%, 1%, 9%, 0%, -5, 1
19: CCCn1c(C)cc(C(=O)CSc2nnc3n(CCC)c(=O)c4ccccc4n23)c1C
  -1%, -2%, x, 3%, -4%, 2%, -3%, x, -1%, x, 1
20: COc1ccc(OC)c(NC(=O)CCN2CC(C)OC(C)C2)c1 (centres undefined)
  -1%, 2%, 15, -10%, -2%, 0%, 0%, 1%, -6%, -10, 1
21: CCCCn1c(N)c(N(CCOC)C(=O)c2cc(S(=O)(=O)N3CCOCC3)ccc2F)c(=O)[nH]c1=O
  1%, 7%, -14, x, -1%, -1%, -9%, -10%, x, 4, x
22: CN(CC(=O)Nc1sccc1C(N)=O)S(=O)(=O)c1ccc(Cl)cc1
  x, x, -5, x, x, -2%, 6%, -6%, x, 14, x
23: FC(F)(F)c1cccc(NCc2n[nH]c(=S)n2C2CCCCC2)c1
  -6%, u, 14, 4.5µM*, 3%, -1%, -8%, -5%, -23%, 13, 0
24: CCN1C(=O)c2cccc3c(S(=O)(=O)N(C(C)=O)c4ccc(OC(C)=O)cc4)ccc1c23
  x, x, 5, x, x, 18%, 0%, u, x, 1, x
25: COc1ccc2[nH]c(C(=O)N(C)c3ccc(F)cc3F)cc2c1
  2%, 1%, 1, 0%, 2%, -1%, 8%, 7%, 2%, 14, 1
26: CCn1c(=O)n(CC)c2cc(N3CCCC3)c(NC(=O)c3ccc(C)cc3)cc21
  -4%, 2%, 37[activator], 2%, -6%, -13%, -5%, -6%, 7%, -36, x
27: O=C(c1cccc(Cl)c1)N1CCC(=O)N(C(COCc2cccc(Cl)c2)Cc2ccccc2)CC1 (centres undefined)
  -3%, -1%, 2, u, -4%, -7%, 4%, u, 0%, -22, -1
28: Cc1cc2ncn(-c3ncnc4sc(C)c(C)c34)c2cc1C
  -4%, 0%, 5, 5%, -6%, 2%, -1%, 7%, -29%, -12, 7
29: CCN1CCN(S(=O)(=O)c2cc(OC)c(Cl)cc2OC)CC1
  -1%, -1%, 2, 24%, 7%, 1%, 3%, -8%, 14%, -7, -3
30: CC(C)=CC1C(C(=O)Nc2ccc(S(=O)(=O)N3CCOCC3)cc2)C1(C)C (centres undefined)
  -4%, 0%, 20, x, -5%, -4%, -16%, -4%, x, 2, x

The listing continues.
Screens in order: NPC1 promoter act, FLuc modulator, Giardia killer, RORg inh, Rab9 promoter act, ELG1 genotoxic, Tb PFK block, uPA surface inh, Gal4-VP16 FLuc, KCNH2 3.1 inh, Coupling enz
31: COc1ccc(NC(=O)CSc2nnc(Cc3cccn3C)n2-c2ccc(F)cc2)cc1
  1%, 1%, 1, 22%, -5%, 0%, 1%, 13%, -3%, 7, 1
32: OCC1(Cc2ccccc2)CCCN(Cc2cn[nH]c2-c2ccccc2)C1 (centres undefined)
  -10%, -3%, 0, -5%, -7%, -1%, -4%, -1%, 0%, -22, 0
33: O=C1c2ccccc2C(=O)N1CCCc1nc(-c2ccc(Cl)cc2)no1
  1%, -2%, 3, 22%, 9%, 0%, -3%, 16%, -3%, -10, 3
34: CCSc1cnc(-c2ccccc2)n1CC
  7%, u, 1, 13µM*, -2%, 1%, 4%, -1%, -27%, -5, -1
35: CC(c1ccccc1)n1cc(C(=O)NCc2cccnc2)nn1 (centres undefined)
  3%, -1%, 12, 19%, -5%, -3%, -1%, 1%, -14%, -5, 0
36: O=C(NCCc1ccccc1)/C(=C\c1ccc([N+](=O)[O-])cc1)NC(=O)c1ccccc1
  -1%, 3%, 23, -25%, -8%, 1%, -3%, 2%, -23%, -34, -1
37: COc1ccc(C)cc1NC(=O)C(OC(=O)c1cnccn1)c1ccccc1 (centres undefined)
  9%, 5%, -7, x, -3%, 1%, 0%, 2%, x, -16, x
38: CCCCCC(=O)O/N=C(\C)c1ccn(S(=O)(=O)c2ccccc2)c1
  1%, 4%, -5, u, 0%, -1%, 2%, -6%, -4%, -6, -3

5 entries drawn at random from those above, as already listed:
Screens in order: NPC1 promoter act, FLuc modulator, Giardia killer, RORg inh, Rab9 promoter act, ELG1 genotoxic, Tb PFK block, uPA surface inh, Gal4-VP16 FLuc, KCNH2 3.1 inh, Coupling enz
36: O=C(NCCc1ccccc1)/C(=C\c1ccc([N+](=O)[O-])cc1)NC(=O)c1ccccc1
  -1%, 3%, 23, -25%, -8%, 1%, -3%, 2%, -23%, -34, -1
37: COc1ccc(C)cc1NC(=O)C(OC(=O)c1cnccn1)c1ccccc1 (centres undefined)
  9%, 5%, -7, x, -3%, 1%, 0%, 2%, x, -16, x
38: CCCCCC(=O)O/N=C(\C)c1ccn(S(=O)(=O)c2ccccc2)c1
  1%, 4%, -5, u, 0%, -1%, 2%, -6%, -4%, -6, -3
32: OCC1(Cc2ccccc2)CCCN(Cc2cn[nH]c2-c2ccccc2)C1 (centres undefined)
  -10%, -3%, 0, -5%, -7%, -1%, -4%, -1%, 0%, -22, 0
31: COc1ccc(NC(=O)CSc2nnc(Cc3cccn3C)n2-c2ccc(F)cc2)cc1
  1%, 1%, 1, 22%, -5%, 0%, 1%, 13%, -3%, 7, 1
